# Assay outcomes: PubChem, National Center for Advancing Translational Sciences (NCATS)
# EPAC2 antag – EPAC2 (human) antagonism | EPAC2 GEF exchange of Rap1B-BODIPY-GDP, fluorescence | Potency, µM (titrated, usually from 114 µM), without a hit: at the top dose activity, negative = inhibition, hits mostly inhibitors | hit rate 0.18% among 360,000 | AID 720708; also: % is scaled to controls: 0 for no effect and ±100 for the full control effect; nearly all actives have a fitted effect of over 45% in size; many of its hits are not listed in these tables
# Target sequence (Q8WZA2 whole entry, looked up): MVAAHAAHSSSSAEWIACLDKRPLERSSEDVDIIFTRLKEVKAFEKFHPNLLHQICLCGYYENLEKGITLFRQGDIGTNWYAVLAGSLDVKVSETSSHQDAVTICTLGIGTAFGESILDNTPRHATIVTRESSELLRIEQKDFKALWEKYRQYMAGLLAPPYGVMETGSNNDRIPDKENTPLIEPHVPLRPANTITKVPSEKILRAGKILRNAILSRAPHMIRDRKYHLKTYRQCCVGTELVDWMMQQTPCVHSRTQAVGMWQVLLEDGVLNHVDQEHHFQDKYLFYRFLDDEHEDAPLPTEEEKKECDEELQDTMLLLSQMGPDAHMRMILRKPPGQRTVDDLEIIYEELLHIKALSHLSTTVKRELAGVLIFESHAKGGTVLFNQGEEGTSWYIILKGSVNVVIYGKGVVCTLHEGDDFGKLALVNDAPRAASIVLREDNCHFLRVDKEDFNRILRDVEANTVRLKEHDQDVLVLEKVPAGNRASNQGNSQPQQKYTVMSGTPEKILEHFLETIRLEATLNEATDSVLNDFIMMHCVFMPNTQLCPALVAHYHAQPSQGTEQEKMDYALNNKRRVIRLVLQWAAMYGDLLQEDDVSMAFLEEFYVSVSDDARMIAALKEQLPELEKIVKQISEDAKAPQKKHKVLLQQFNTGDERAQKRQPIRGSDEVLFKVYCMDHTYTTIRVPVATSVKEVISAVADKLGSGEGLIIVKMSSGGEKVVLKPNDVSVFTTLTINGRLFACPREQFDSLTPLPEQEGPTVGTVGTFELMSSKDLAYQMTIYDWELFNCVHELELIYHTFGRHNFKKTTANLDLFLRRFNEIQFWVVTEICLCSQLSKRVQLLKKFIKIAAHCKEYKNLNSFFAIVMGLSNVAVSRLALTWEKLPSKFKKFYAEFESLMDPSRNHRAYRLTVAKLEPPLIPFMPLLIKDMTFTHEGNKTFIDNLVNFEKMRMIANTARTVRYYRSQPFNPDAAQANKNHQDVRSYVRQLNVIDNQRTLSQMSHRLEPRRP
# FUS yeast rescue – rescues growth of FUS-expressing yeast. hit rate 0.24% among 390,000. AID 1347120. Potency, µM (top dose mostly 76.6 µM), for the others: top-dose growth rescue (activation), most hits filed as activators. S. cerevisiae FUS-expressing, growth rescue, OD600, 24 h;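 also: plate controls were DMSO vehicle for no effect and reference control for full effect; nearly all actives have a fitted effect of over 55% in size; some results filed as inactive show a strong effect at the top dose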
#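 Restored growth of FUS-toxic S. cerevisiae, read as 600 nm absorbance after 24 h at 30C in galactose medium (starting OD 0.005). Controls CP55940 and DMSO.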
# EPAC2 agonist – agonists of human EPAC2 (RAPGEF4) | Q8WZA2 | EPAC2 activation, biochemical qHTS; response scale: 100% = 6.5 mM cAMP response | Potency, µM (doses to about 154 µM), for the others: top-dose activation, hits mostly activators | hit rate 0.079% among 360,000; also: nearly all actives have a fitted effect of over 50% in size
#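 Readout is BODIPY fluorescence (480 nm excitation, 540 nm emission), which falls as labeled GDP is exchanged off Rap1B. EPAC2 at 100 nM acted on 250 nM RAP1B-BODIPY-GDP with 50 uM GDP present.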
# PTHR1 agonist – PTHR1 (human) receptor agonism | Q03431 | HEK293 GP2 PTHR1 cells, GloSensor cAMP luminescence, 1 h | Potency, µM (titrated, usually from 115 µM), for the others: top-dose activation, most hits filed as activators | hit rate 0.075% among 410,000; also: nearly all actives have a fitted effect of over 55% in size; some results filed as inactive show a strong effect at the top dose; inactives centre near -15; many of its hits are not listed in these tables
#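 HEK-293-derived GP2 cells expressing PTHR1 and a GloSensor cAMP reporter, 3,000/well, plated overnight, given luciferin plus IBMX (each 0.5 mM as added) for 1 h at 37 °C, then compound for 1 h at 37 °C. Luminescence was read after 15 min at room temperature.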
# EPAC1 agonist – activates human EPAC1 exchange factor | EPAC1 agonist qHTS, biochemical assay; response scale: 100% = response to 6.5 mM cAMP | O95398 | hit rate 0.073% among 360,000 | AID 720707 | Potency, µM (doses to about 154 µM), for inactives: at the highest dose activation, actives largely listed as activators; also: nearly all actives have a fitted effect of over 60% in size
#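 Nucleotide exchange by EPAC1 (100 nM) on Rap1B–BODIPY-GDP (250 nM) in the presence of 50 uM GDP is tracked fluorescently at 480/540 nm over 30 min. Signals are normalized to a 6.5 mM cAMP control.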
# aSyn yeast inh – alpha-synuclein toxicity inhibition in yeast | Yeast expressing alpha-synuclein, growth rescue, BacTiter-Glo, 24 h | hit rate 0.14% among 370,000 | Potency, µM (titrated, usually from 46.1 µM), for the others: top-dose growth rescue (activation), most hits filed as activators; also: % of control where 0% means no effect; nearly all actives have a fitted effect of over 65% in size
#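 Galactose-induced alpha-syn yeast (OD600=0.02, raffinose-pregrown) + pinned cpd, 24 hr, 30 deg C; growth by BacTiter-Glo luminescence. Growth restoration scores as activation.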
# EPAC1 antag – EPAC1 (human) antagonism. EPAC1 GEF assay, Rap1b-BODIPY-GDP exchange fluorescence. Potency, µM (doses to about 115 µM), for the others: top-dose activity change, negative = inhibition, actives largely listed as inhibitors. hit rate 0.14% among 360,000. AID 720709;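 also: plate controls were vehicle for no effect and positive control for full effect; nearly all actives have a fitted effect of over 50% in size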
# TDP-43 yeast inh – TDP-43 toxicity inhibition in yeast; TDP-43 expressing yeast growth rescue, BacTiter-Glo, 24 h; Potency, µM (titrated, usually from 46.1 µM), for inactives: at the top dose growth rescue (activation), most hits filed as activators; hit rate 1.8% among 410,000; AID 652104; also: % of control where 0% means no effect; nearly all actives have a fitted effect of over 50% in size
#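 Cell-based yeast growth screen: TDP-43 expression induced in galactose, inoculum OD600=0.02 after raffinose pregrowth to mid-log. Read-out BacTiter-Glo luminescence at 24 hr, 30 deg C; inhibition of toxicity seen as signal increase.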
# * hit, by the source's call; i = inactive; ? = inconclusive; · = not tested or not shown; [ ] = another dose, or the depositor's remark. Calls follow the shape of the dose curve; as a rule, active = well fitted curve in the direction sought with a large enough effect; inconclusive = small, poorly fitted or top-dose-only effect, or another doubt; inactive = no such curve, though single readings can be large; an effect the other way counts as inactive or inconclusive. Potency is read from the fitted curve at half-maximal effect. These rows are one share of the data; rates above refer to the full screens.
no.	SMILES	EPAC2 antag	FUS yeast rescue	EPAC2 agonist	PTHR1 agonist	EPAC1 agonist	aSyn yeast inh	EPAC1 antag	TDP-43 yeast inh
1	Cc1ccc(-n2nnnc2SCC(=O)Nc2cccc(NC(=O)c3ccco3)c2)cc1C	-1%	11%	9%	-33%	15%	1%	0%	12%
2	COc1ccc(C2c3c(noc3C)CC(C)(O)C2C(C)=O)cc1 (stereo not drawn)	3%	-5%	0%	-26%	7%	1%	0%	0%
3	OC(c1ccccc1)c1nc(-c2ccccc2)cs1 (stereo not drawn)	-9%	9%	10%	-20%	-12%	5%	-19%	0%
4	COc1cccc(C(=O)NC(=S)Nc2ccc(N(C)C)cc2)c1	-6%	·	18%	-29%	12%	0%	-19%	8%
5	O=C(OCCc1cc2ccccc2c(=O)o1)c1cccs1	0%	-1%	7%	-44%[inhibitor]	-23%	0%	3%	?
6	FC(F)(F)c1cccc(Cc2noc(CN3CCSCC3)n2)c1	1%	-23%	-5%	i	0%	5%	4%	?
7	CN(C)C/C(Cl)=C(\Cl)c1ccccc1	6%	4%	3%	i	6%	?	-2%	4%
8	COc1cccc(OCCOc2ccc(/C=C3/SC(=S)NC3=O)cc2)c1	-16%	-23%	-3%	i	15%	2%	-15%	-7%
9	CC(C)n1c(=S)[nH]c2cc(Cl)ccc21	1%	5%	10%	-4%	-6%	0%	-7%	-27%
10	COc1ccc(CCNC(=O)COC(=O)c2ccc(N3CCCC3=O)cc2)cc1OC	12%	14%	-5%	-26%	14%	-3%	5%	-10%
11	COc1ccc(C(C)(O)c2nc(-c3ccccc3C)cs2)cc1 (stereo not drawn)	?	11%	13%	-49%[inhibitor]	-2%	?	?	?
12	CCCC(C)C(=O)Nc1ccc(C(N)=O)cc1 (stereo not drawn)	16%	13%	-6%	-5%[57.5 µM]	-4%	-21%	-1%	26%
13	O=C(NCc1ccc2c(c1)OCO2)C1CCCN(S(=O)(=O)c2cccnc2)C1 (stereo not drawn)	8%	16%	18%	-22%	-18%	1%	-4%	13%
14	O=C(Cn1cccc(C(F)(F)F)c1=O)c1ccc(Cl)cc1	0%	-27%	12%	-23%	-1%	8%	15%	15%
15	O=C(NCC(c1cccnc1)N1CCOCC1)C1CCCCC1 (stereo not drawn)	-3%	28%	4%	i	6%	-5%	-1%	-1%
16	COc1ccc(NC(=S)N(CCN2CCOCC2)Cc2ccccc2F)cc1	1%	31%	-4%	?	4%	0%	-3%	-7%
17	CCN(C(=O)CSc1nc(N)cc(N)n1)C1CCS(=O)(=O)C1 (stereo not drawn)	-5%	-1%	-6%	-5%	-2%	1%	8%	19%
18	CCC1(c2ccc(F)cc2)NC(=O)N(CC(=O)N2CCN(C(=O)c3ccco3)CC2)C1=O (stereo not drawn)	-1%	10%	-3%	-7%	7%	18%	-11%	-18%
19	Cc1ccc(CN(Cc2ccccc2)C(=S)NCC(=O)NCc2cccnc2)o1	-8%	18%	0%	-13%	-8%	-1%	-11%	-11%
20	OCCC1CN(CC#Cc2ccccc2)CCN1Cc1ccccc1F (stereo not drawn)	-11%	1%	2%	-63%[inhibitor]	7%	-1%	-14%	-6%
21	CCCCN(CC)C(=O)Cc1ccc(Br)cc1	-7%	-7%	-1%	i	13%	17%	2%	4%
22	O=C(CSc1nc(C2CC2)nc2ccccc12)Nc1ccccc1Cl	9%	-7%	6%	-17%	0%	-4%	-3%	-27%
23	COc1ccc(OC)c(NC(=O)CCNS(=O)(=O)c2ccc3c(c2)CC(C)N3C(C)=O)c1 (stereo not drawn)	22%	4%	-2%	i	-3%	6%	19%	11%
24	O=C(COC(=O)CNC(=O)c1ccccc1)NC1CCCC1	9%	3%	-9%	i	2%	1%	-1%	-20%
25	COc1ccc2nc(NC(=O)CSc3cn[nH]n3)sc2c1	-1%	2%	-1%	-22%	2%	5%	-10%	0%
26	O=C(NCC(c1ccco1)N1CCCCC1)c1ccc(COc2ccccc2)cc1 (stereo not drawn)	-6%	21%	6%	-11%	17%	6%	0%	2%
27	O=C(NCc1ccc(F)cc1)C(=O)NCC1OCCN1S(=O)(=O)c1cc(F)ccc1F (stereo not drawn)	-8%	-3%	15%	-56%[inhibitor]	-2%	-8%	-9%	10%
28	O=C(O)Cn1nc(-c2ccc(F)cc2)oc1=O	-2%	1%	10%	-15%	4%	-1%	-2%	7%
29	COC(=O)c1cc(NC(=O)CC2C(=O)NCCN2C(=O)c2ccc(F)cc2)cc(C(=O)OC)c1 (stereo not drawn)	-10%	4%	5%	i	1%	4%	8%	-18%
30	Cc1cc(NC(=O)C2CC2)ccc1NC(=O)c1cccs1	1%	-10%	15%	?	8%	-3%	-21%	0%
31	Cc1cc(=O)oc2cc(OCc3ccc(C(=O)OCC(=O)Nc4ccc(N(C)C)cc4)cc3)ccc12	-11%	-1%	-1%	-38%[inhibitor]	7%	-5%	11%	23%
32	O=C(NCCc1ccc(Cl)cc1)c1ccc(S(=O)(=O)N2CCCC2)cc1	27%	-4%	14%	-68%[inhibitor]	-11%	-7%	-5%	-18%
33	COC(CN(C)C(=O)C1CCC(CNS(=O)(=O)c2ccccc2)CC1)OC (stereo not drawn)	3%	-30%	8%	-13%	2%	1%	0%	0%
34	Clc1ccc(CSc2nnc(-c3cccnc3)o2)cc1	-9%	12%	-5%	-64%[inhibitor]	9%	8%	-18%	11µM*
35	CCCCCCNc1nc(NCc2ccco2)nc(OCC)n1	-24%	18%	-20%	?	2%	-11%	?	?
36	FC(F)(F)c1ccccc1CN1CCC(Cc2ccccc2)CC1	-16%	-4%	-4%	i	-4%	-2%	-6%	-4%
37	Cn1c(=O)c2c(nc(CCC3CCCC3)n2C)n(C)c1=O	2%	·	2%	i	-13%	-11%	8%	26%
38	COc1ccc(/C=C/C(=O)Nc2ccc(S(=O)(=O)Nc3onc(C)c3C)cc2)cc1OC	-4%	·	-7%	i	5%	-1%	-6%	8%
39	CCOC(=O)C1CCN(C(=O)Nc2ccc3nccnc3c2)CC1	-4%	-11%	-1%	i	16%	1%	17%	11%
40	Cc1cccc(C)c1OCc1nnc(SCC(=O)Nc2cccc(C(=O)N3CCOCC3)c2)n1C	-3%	10%	4%	-4%	0%	-2%	7%	7%
41	O=C(Nc1cccc(-c2cn3cccnc3n2)c1)c1ccco1	18%	13%	7%	i	-6%	-8%	9%	-7%
42	Cc1nnc2n1NC(c1ccc(Cl)cc1)C(C(=O)N1CCC(C)CC1)S2 (stereo not drawn)	-1%	-5%	-4%	-9%[57.5 µM]	8%	-1%	-8%	-2%
43	CNS(=O)(=O)c1cccc(C(=O)OCC(=O)Nc2nc(OC)cc(OC)n2)c1	2%	·	-5%	i	2%	0%	4%	3%
44	CCOC(=O)c1nn(-c2cccc(OC)c2)c(-c2ccccc2)c1C(=O)c1ccccc1	-10%	12%	10%	i	3%	-4%	-17%	-6%
45	O=C(NCCCc1ccccc1)c1cccc(Br)c1	-16%	14%	17%	i	13%	-15%	-2%	27%
46	COc1ccc(-c2noc(-c3ccccc3C(=O)Nc3cccnc3)n2)cc1	1%	-30%	14%	-28%	4%	8%	?	19%
47	COC(=O)c1cc(-c2ccccc2)sc1N	7%	30%	5%	i	11%	-31%[inhibitor]	0%	-15%
48	O=C(NC12CC3CC(CC(C3)C1)C2)N1CCN(c2ncccn2)CC1	-8%	-9%	0%	-5%	8%	0%	-5%	13%

# Three entries from above, reformatted.
# Each structure is followed by: EPAC2 antag	FUS yeast rescue	EPAC2 agonist	PTHR1 agonist	EPAC1 agonist	aSyn yeast inh	EPAC1 antag	TDP-43 yeast inh
[47] COC(=O)c1cc(-c2ccccc2)sc1N
 : 7%	30%	5%	i	11%	-31%[inhibitor]	0%	-15%
[44] CCOC(=O)c1nn(-c2cccc(OC)c2)c(-c2ccccc2)c1C(=O)c1ccccc1
 : -10%	12%	10%	i	3%	-4%	-17%	-6%
[41] O=C(Nc1cccc(-c2cn3cccnc3n2)c1)c1ccco1
 : 18%	13%	7%	i	-6%	-8%	9%	-7%

# (continued)
no.	SMILES	EPAC2 antag	FUS yeast rescue	EPAC2 agonist	PTHR1 agonist	EPAC1 agonist	aSyn yeast inh	EPAC1 antag	TDP-43 yeast inh
49	COc1ccc(-n2c(Cc3cccn3C)nnc2SCC(=O)NCc2ccco2)cc1	4%	?	4%	-6%	-9%	-3%	?	-6%
50	O=C(NC1CCCCC1)C(c1cccs1)N(CCCN1CCOCC1)C(=O)c1ccc(-c2ccccc2)[nH]1 (stereo not drawn)	-13%	32%	10%	i	17%	-6%	-17%	-17%
51	OC[C@@H]1CN(CCNc2ccccc2)C[C@H](n2cnc3c(NCc4ccncc4)ncnc32)O1	-23%	1%	7%	11%	-8%	-11%	-8%	-10%
52	CC(=O)Cn1c2ccccc2n2nc(CCC(=O)O)c(=O)nc12	5%	6%	4%	i	-2%	4%	-8%	-4%
53	CNC(C)C#Cc1ccc2sc3cccc(OC)c3c(=O)c2c1 (stereo not drawn)	1%	35%	5%	i	-11%	2%	-16%	6%
54	Cc1ccc(CNC(=O)CCNC(=O)Cn2ccc3ccccc3c2=O)o1	5%	-2%	-3%	i	-5%	·	8%	12%
55	Cn1ccnc1SCc1cn2ccccc2n1	-2%	-3%	11%	-37%[inhibitor][57.5 µM]	5%	-4%	-12%	-8%
56	c1ccc(COc2ccc(OCCn3cncn3)cc2)cc1	5%	-4%	-11%	-64%[inhibitor][57.5 µM]	3%	4%	-4%	-4%
57	CCN(CC)CCCN1C(=O)C(=O)/C(=C(/O)c2ccc(C)cc2)C1c1ccccn1 (stereo not drawn)	8%	-12%	-4%	-2%	-4%	-11%	7%	-4%
58	O=C(O)CN1CCN(Cc2ccccc2)C1=O	2%	-11%	1%	i	-1%	2%	10%	-15%
59	Cc1cc(C)cc(NC(=S)N(C)C)c1	0%	-18%	7%	i	-6%	-2%	20%	11%
60	Cc1ccc(CNC(=O)CCSCc2ccc(C)cc2)cc1	-7%	19%	-1%	i	0%	15%	-15%	0%
61	CCCNS(=O)(=O)c1cccn1-c1ncc(C(F)(F)F)cc1Cl	-2%	2%	0%	i	-2%	0%	0%	10%
62	Cc1ccc(-n2cccc2/C=C2\C(=N)N3N=C(C(C)C)SC3=NC2=O)cc1	-1%[57.1 µM]	32%	2%	-40%[inhibitor]	-1%	-1%	-26%	?
63	Cn1c(N)c(C(=O)/C=C/c2ccccc2)c(=O)[nH]c1=O	1%	9%	10%	-12%	7%	2%	13%	-43%[inhibitor]
